# Compound activity (PubChem)
# SENP1 inh – SENP1 (human) catalytic domain inhibition; inhibition, % at 10 µM; recombinant SENP1 catalytic domain, CyPet-SUMO1-YPet FRET cleavage; 360,000 compounds, 0.21% hits;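 active means inhibition at least 30% at 10 µM, raw YFP signal under a set limit, fluorescence ratio 0.5 to 1.5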;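 further: 0% = enzyme with DMSO and 100% = no enzyme wells; some results filed as inactive read as strong as hits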
# Target sequence (Q9P0U3 419-644 limits assumed): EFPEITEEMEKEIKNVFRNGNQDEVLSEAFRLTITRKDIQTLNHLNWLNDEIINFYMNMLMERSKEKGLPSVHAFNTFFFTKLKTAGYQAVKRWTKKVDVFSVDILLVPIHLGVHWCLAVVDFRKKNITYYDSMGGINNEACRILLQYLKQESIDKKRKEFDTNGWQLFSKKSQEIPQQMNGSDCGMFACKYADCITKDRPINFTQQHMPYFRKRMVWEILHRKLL
#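 system = hSENP1 catalytic domain, recombinant | reagent = SFCypet-SUMO1-SFYpet substrate at 25 nM | doses = one dose per compound, 10 µM, 0.5% DMSO | incubation = enzyme reaction for 50 min at room temperature, dark | measured by = FRET, CFP and YFP emission | controls = no-enzyme low, enzyme-DMSO high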
# NLRP3 yeast inh – NALP3 inhibition in yeast | inhibition, % at 10 µM | 330,000 compounds, 0.39% hits | Yeast reconstituted NLRP3/ASC/caspase-1, beta-gal luminescence, 24 h;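 active means inhibition of 50% or more; inactive means inhibition below 50%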;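 further: plate controls were induced DMSO wells for no effect and uninduced yeast grown without galactose for full effect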
# HKDC1 inhibitor – HKDC1 (human) hexokinase inhibition; recombinant HKDC1, G6PDH/diaphorase resazurin coupled fluorescence; inhibition, % at 20 µM; 340,000 compounds, 0.16% hits;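 active means inhibition above about 35% when tested at 20 µM, limit read from the data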;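 further: plate controls were DMSO wells with enzyme for no effect and DMSO wells lacking enzyme for full effect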
#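 Test system: Recombinant HKDC1 (HK5) hexokinase enzyme, produced in-house | Input: HKDC1 at 5 µg/mL | Buffer or medium: Tris pH 8.0 buffer with MgCl2, Tween-20, BSA, BME | Schedule: 90 min reaction incubation at room temperature, dark | Technique: Resazurin-to-resorufin fluorescence via G6PDH and diaphorase coupling, 525/613 nm | Controls: DMSO wells with and without enzyme mix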
# SENP8 block-1 – SENP8 protease inhibition | Q96LD8 | purified SENP8, Z-RLRGG-aminoluciferin cleavage, luminescence | inhibition, % at 10 µM | 330,000 compounds, 1.2% hits | AID 2540; in the data active means inhibition above about 50%
# Target sequence (Q96LD8 whole entry, looked up): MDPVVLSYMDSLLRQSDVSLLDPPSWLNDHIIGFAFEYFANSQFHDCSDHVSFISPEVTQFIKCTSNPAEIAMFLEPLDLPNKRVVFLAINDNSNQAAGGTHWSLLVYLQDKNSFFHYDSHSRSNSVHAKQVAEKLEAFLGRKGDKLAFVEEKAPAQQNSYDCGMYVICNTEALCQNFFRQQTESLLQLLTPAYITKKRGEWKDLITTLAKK
# SENP8 block-2 – inhibitors of human SENP8 protease. recombinant SENP8, Nedd8 substrate fluorescence. AID 602440. 360,000 compounds, 0.64% hits. Q96LD8. inhibition, % at 20 µM; in the data active means inhibition mostly above about 40%, no sharp cut-off; inactive means mostly below about 27%
# SENP7 block – blocks the human protease SENP7; Q9BQF6; 330,000 compounds, 1.5% hits; recombinant SENP7, Z-RLRGG-aminoluciferin luminescence, 40 min; inhibition, % at 5 µM;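 active means inhibition above about 50% at the single test dose, limit read from the data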;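 further: plate controls were DMSO with enzyme for no effect and no enzyme buffer wells for full effect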
# SENP6 block – blocks the human protease SENP6. Recombinant SENP6 catalytic domain, aminoluciferin luminescence. AID 2599. inhibition, % at 10 µM. 330,000 compounds, 1.8% hits. Q9GZR1;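 active means inhibition above about 50% at the single tested dose, limit read from the data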;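 further: plate controls were DMSO wells with enzyme for no effect and DMSO wells lacking enzyme for full effect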
# Target sequence (Q9GZR1 628-1112 limits assumed): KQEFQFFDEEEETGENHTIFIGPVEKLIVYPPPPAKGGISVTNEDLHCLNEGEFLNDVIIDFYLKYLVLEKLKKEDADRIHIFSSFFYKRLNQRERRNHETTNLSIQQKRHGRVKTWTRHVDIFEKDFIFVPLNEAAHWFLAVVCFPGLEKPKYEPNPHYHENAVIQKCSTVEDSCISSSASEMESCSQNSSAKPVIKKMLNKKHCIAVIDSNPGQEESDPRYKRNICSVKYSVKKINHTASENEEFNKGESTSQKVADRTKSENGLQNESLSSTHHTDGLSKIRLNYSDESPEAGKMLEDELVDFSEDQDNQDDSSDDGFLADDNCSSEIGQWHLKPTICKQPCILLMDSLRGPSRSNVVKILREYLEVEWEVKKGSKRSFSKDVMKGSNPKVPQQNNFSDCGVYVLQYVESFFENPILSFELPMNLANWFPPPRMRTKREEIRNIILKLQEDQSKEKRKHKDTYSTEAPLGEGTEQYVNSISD
# Apaf-1 inh – inhibitors of human Apaf-1 apoptosome. O14727. reconstituted apoptosome caspase-3 activity, DEVD-Rh110 fluorescence. inhibition, % at 20 µM. 330,000 compounds, 0.71% hits. AID 489030; active means inhibition of at least 40% at 20 µM;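 further: plate controls were DMSO wells for no effect and DEVD-CHO caspase inhibitor wells for full effect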
#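 Assay system: Apoptosome proteins | Medium: pH 7.5 Hepes buffer with CHAPS, BSA, DTT | Also added: Cytochrome c and DEVD-Rh110 substrate | Times: 30 min plus 50 min, RT | Detection: Rhodamine 110 fluorescence at Ex 480/Em 540 nm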
# PfGluPho inh – PfG6PD (Plasmodium falciparum) enzyme inhibition | 350,000 compounds, 0.78% hits | inhibition, % at 20 µM | PfGluPho enzyme, NADPH resazurin-diaphorase fluorescence;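 active means inhibition reaching at least a set limit at 20 µM in the primary screen, cut at about 59% in these data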;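 further: 0% = DMSO wells with substrate and 100% = DMSO wells lacking glucose-6-phosphate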
# * hit, by the source's call; i = inactive; · = not tested or not shown.
SMILES,SENP1 inh,NLRP3 yeast inh,HKDC1 inhibitor,SENP8 block-1,SENP8 block-2,SENP7 block,SENP6 block,Apaf-1 inh,PfGluPho inh
CC(=O)Nc1cc(C(=O)NCc2ccco2)ccc1Sc1ccc(C)cc1,-2,10,-13,-7,14,-1,-22,1,-3
CCCc1cc(=O)[nH]c(SCC(=O)c2ccc3c(c2)OCCO3)n1,0,9,0,6,2,-3,-4,-5,-4
O=C(Cc1ccccc1)NCCc1c[nH]c2ccccc12,0,3,-6,-3,6,-4,-4,0,0
CCc1ccc(C2C(C#N)=C(N)Oc3n[nH]c(CC(=O)OC)c32)cc1 (stereo unspecified),2,9,-4,5,16,5,0,3,-5
COc1cc(NC(=O)Cn2cnc(C(=O)Nc3ccc(C)c(C)c3)n2)cc(OC)c1OC,0,·,6,·,6,7,·,14,9
O=C(Cc1ccccc1)Nc1ccc(C(=O)O)cc1,0,6,1,-8,12,1,14,-6,-18
CCOc1ccc(OCCCCn2cnc3ccccc3c2=O)cc1,1,30,-1,5,11,4,-23,-5,-4
NCCCCC(N)c1cn([C@@H](CCC(=O)O)C(=O)N2CCNCC2)nn1 (stereo partly specified),3,17,-6,-4,20,-8,3,2,6
CCCCc1n[nH]c2c1/C(=N/O)CC(c1ccccc1)C2 (stereo unspecified),2,17,1,-2,29,-2,-8,6,0
CCOC(=O)C1(Cc2ccccc2)CCN(Cc2cccc3nccnc23)CC1,-1,13,3,0,17,3,5,4,4
Cc1ccc(Oc2nc(-c3ccccn3)nc3ccccc23)cc1,3,42,-5,-7,20,4,-3,15,12
COC(=O)c1ccccc1NC(=O)C1CCCN(S(C)(=O)=O)C1 (stereo unspecified),-1,-21,9,-8,5,-2,-24,-10,-14
O=C(Oc1cccc(NC(=O)c2ccccc2Cl)c1)c1ccc([N+](=O)[O-])cc1,1,23,-2,-14,12,-11,-36,13,11
COc1ccc(-c2[nH]c(-c3ccc4c(c3)OCO4)nc2-c2ccccc2)cc1,-2,-15,1,-6,-291,-3,7,21,35
O=C(COC(=O)c1c(F)cccc1F)NCc1cccs1,0,13,-1,-6,-1,5,-20,1,-21
O=C(NCCCn1ccnc1)C(=O)NCC1OCCN1S(=O)(=O)c1ccc(Br)cc1 (stereo unspecified),0,11,-3,-4,1,-6,0,-9,-8
NC(=O)CN1CCN(CCN2C(=O)c3cccc4cccc(c34)C2=O)CC1,1,-11,-11,4,-72,-2,-7,-6,-6
O=C(COC(=O)c1cccc(NS(=O)(=O)c2ccc(F)c(F)c2)c1)NC(=O)NC1CCCC1,0,13,-6,-7,-19,6,5,18,-7
O=C(Nc1ccc2c(c1)C(=O)NC2=O)c1ccccc1Cl,0,15,-4,-1,-399,-2,3,4,-2
CN(c1cc(=O)n2ccccc2n1)C1CCCCC1,-2,2,-6,-8,-138,3,7,3,-6
CCc1nc2sc3ccccc3c(=O)c2c(=O)n1Cc1ccc(OC)cc1,-1,31,8,-5,7,-3,-18,-1,-10
COc1ccc(C(=O)COC(=O)CNC(=O)c2ccc(OC)cc2)cc1,3,14,-2,-2,6,9,-1,-1,-11
Cn1nnnc1SCC(=O)Nc1ccc2c(c1)OCCO2,1,-3,-12,0,5,10,6,0,0
N#CC1=C2SCN(Cc3ccccc3)CN2C(=O)CC1c1ccccc1F (stereo unspecified),-104,14,13,13,-48,2,4,24,61*
Cc1c(NC(=O)CSc2cccc3cccnc23)c(=O)n(-c2ccccc2)n1C,-1,13,4,4,-52,3,-2,-32,7
O=[N+]([O-])c1cccc(/C=N/Nc2nc(NCc3ccccc3)nc(N3CCOCC3)n2)c1,5,11,-6,-2,26,-5,-19,11,1
COc1cc(C(=O)N2CCC(c3nc(-c4cccnc4)no3)CC2)cc(OC)c1OC,-1,7,-11,-1,7,-2,-17,-8,-3
CC(=O)OCC(=O)C1(O)CCC2C3CC(C)C4=CC(=O)CCC4(C)C3C(O)CC21C (stereo unspecified),1,·,-4,·,16,·,·,·,-2
O=C(/C=C/c1ccc2c(c1)OCO2)NC1CCCC1,2,26,0,-6,-99,1,3,-7,5
CCOc1cc(C(=O)Nc2cc(C)ccn2)cc(OCC)c1OCC,5,21,-3,-11,11,-5,-8,5,-17
CCOc1ccc(Oc2ccc(Cl)cc2NC(=O)CCNC(C)=O)cc1,1,8,-6,2,3,-1,5,-5,8
CN(c1ccccc1)S(=O)(=O)c1ccc(NC(=O)COc2ccccc2)cc1,1,18,-2,10,8,-4,-6,14,0
c1ccc(-c2nc(N3CCNCC3)nc3ccccc23)cc1,-104,20,3,0,i,5,4,-6,4
CCOC(=O)C(NC(=O)c1ccccc1)(Nc1cccc(C)n1)C(F)(F)F (stereo unspecified),0,16,-6,-6,10,1,1,15,11
COc1cc(OC)cc(-c2c(-c3ccc(F)cc3)c3cc(-c4ccc5[nH]ccc5c4)ccc3n2C)c1,-2,13,-2,-2,-484,-11,-2,-16,-11
O=C(c1ccc(Cl)cc1)[C@@H]1[C@@H]2C(=O)N(c3ccc(Cl)cc3)C(=O)[C@@H]2C2c3ccccc3C=NN21 (stereo partly specified),15,15,13,-2,18,2,-6,12,-11
CCN(CC)c1ccc(/C=N/NC(=O)c2ccoc2C)cc1,-20,-4,3,95*,-437,101*,97*,9,14
C=C(C)Cn1c(-c2cccc([N+](=O)[O-])c2)n[nH]c1=S,-1,-1,-5,-6,15,-8,-13,9,16
O=C(N/N=C/c1ccccn1)C(=O)N1CCCCCC1,2,7,-1,2,26,1,-42,-14,-1
COc1cccc(-c2nn(-c3ccccc3)cc2C(=O)n2nnc3ccccc32)c1,4,6,10,0,2,7,-4,7,1
CCN1C(=O)C2(/C(=C(\O)c3ccc4c(c3)OCCO4)C(=O)C(=O)N2CCCOC)c2ccccc21 (stereo unspecified),1,14,0,-5,15,-1,-14,-8,-8
CC(C)(C)OC(=O)NCCCCCNC(=O)c1nc[nH]c1C(=O)N1CCN(C(=O)OC(C)(C)C)CC1,0,14,-9,-1,12,10,-3,1,1
O=C(COc1ccc(Br)cc1)N/N=C1\SCC(=O)N1c1ccc(F)cc1,1,1,-9,5,-4,-6,-1,15,-9
Cn1c(=O)c2c(SCC(=O)NCC3CCCO3)nc(CC(C)(C)C)nc2n(C)c1=O (stereo unspecified),2,20,-10,4,-2,-2,12,0,-1
Cc1ccc(C(=O)NNc2ncnc3ccccc23)cc1,2,13,-1,-12,-6,-4,6,1,13

# Given with two lines to a compound: entries from further up.
# Below each SMILES: SENP1 inh, NLRP3 yeast inh, HKDC1 inhibitor, SENP8 block-1, SENP8 block-2, SENP7 block, SENP6 block, Apaf-1 inh, PfGluPho inh
C=C(C)Cn1c(-c2cccc([N+](=O)[O-])c2)n[nH]c1=S
 : -1, -1, -5, -6, 15, -8, -13, 9, 16
O=C(N/N=C/c1ccccn1)C(=O)N1CCCCCC1
 : 2, 7, -1, 2, 26, 1, -42, -14, -1
COc1cccc(-c2nn(-c3ccccc3)cc2C(=O)n2nnc3ccccc32)c1
 : 4, 6, 10, 0, 2, 7, -4, 7, 1
CCN1C(=O)C2(/C(=C(\O)c3ccc4c(c3)OCCO4)C(=O)C(=O)N2CCCOC)c2ccccc21 (stereo unspecified)
 : 1, 14, 0, -5, 15, -1, -14, -8, -8

# (further entries)
SMILES,SENP1 inh,NLRP3 yeast inh,HKDC1 inhibitor,SENP8 block-1,SENP8 block-2,SENP7 block,SENP6 block,Apaf-1 inh,PfGluPho inh
O=C(C[C@@H]1C/C=C\CCCC(=O)OC[C@@H](c2ccccc2)NC1=O)NCCO,-1,14,-4,3,7,-3,-7,-3,-1
CCC(CO)Nc1ccc(-c2n[nH]c(=O)c3ccccc23)cc1[N+](=O)[O-] (stereo unspecified),5,28,2,2,28,-5,5,7,0
Cc1nn(C(=O)CNS(=O)(=O)c2ccccc2)c(C)c1Sc1ccc(Cl)cc1,1,11,4,-2,7,3,-17,13,80*
CC(=O)c1c(C)[nH]c(C(=O)Nc2ccc(Cl)cc2F)c1C,2,28,-2,1,-19,1,2,6,7
COC(=O)Cc1ccc(NC(=O)c2ccccc2Cl)cc1,1,2,3,-6,12,-1,-18,-3,-3
C=C(C)CNC(=S)N/N=C/c1ccccc1OCC(=O)O,-1,7,-1,7,7,1,-1,-15,3
O=C(Cc1cccs1)Nc1ccc(N2CCOCC2)cc1,-22,-2,4,-7,14,-10,-4,-7,-5
CS(=O)(=O)n1nc(-c2cccnc2)nc1NCc1ccccc1,1,17,-5,-2,2,1,-2,0,-13
O=C(NCc1ccccc1)OCCN1CCN(Cc2ccccc2)CCC1=O,1,12,-2,-15,18,12,-26,-4,4
Cc1ccc(-c2nnn(CC(=O)N(C)C3CCCCC3)n2)o1,3,9,-4,3,12,1,-7,-9,1
CCCCC(=O)NNC(=S)NC(=O)c1cccc([N+](=O)[O-])c1,0,8,-15,-2,10,-3,-22,-9,33
CCC1(CC)NC(=O)N(CC(=O)OCC(=O)Nc2cc(C)ccc2C)C1=O,0,-7,-2,-4,19,-5,-25,10,0
CCCCOC(=O)c1ccc(NC(=O)COC(=O)c2ccc3ncsc3c2)cc1,-28,13,0,-10,-50,-11,-16,9,5
CCN(CC)S(=O)(=O)c1ccc2c(c1)N(CC(=O)NCc1ccco1)C(=O)CO2,-1,2,-5,1,38,-8,-6,6,-2
CC(C)CC1NC(=O)N(CC(=O)Nc2ccc(-c3ccccc3)cc2)C1=O (stereo unspecified),0,10,-1,-13,-1,-10,-19,25,10
COc1ccc(Cc2nc(-c3ccc(-n4cccc4)cc3)no2)cc1OC,1,10,2,-13,7,12,-17,3,22
Cc1cccc(C)c1NC(=O)/C(C#N)=C/c1cccs1,6,3,1,8,20,2,-6,2,4
COc1ccc(-c2cc(C(=O)OCC(=O)N3CCOCC3)c3ccccc3n2)cc1,-15,26,-5,-24,-498,-4,-1,21,10
Cc1ccc(C(CC(=O)N2CCCCC2)c2ccccc2)c(O)c1C (stereo unspecified),-1,12,2,-2,7,-4,-8,7,7
N#Cc1cc(N2CCCCC2)c([N+](=O)[O-])cc1C#N,0,10,-7,-2,27,20,17,-4,-3
CCCN(CC(=O)Nc1ccccc1C)C(=O)C1CCN(S(=O)(=O)c2ccccc2C(F)(F)F)CC1,-1,4,-6,-6,5,7,7,16,7
N=C(c1ccc([N+](=O)[O-])cc1)N1CCCCCC1,2,-16,-5,7,5,6,-32,-9,-3
Cc1cccc(C(=O)NCC(=O)OCC(=O)NC2CCCCC2)c1,1,18,-6,-1,6,6,-11,2,11
CSc1nc(C)c(CCOC(=O)c2cccc(Cl)c2)c(=O)[nH]1,1,0,-3,-10,5,-2,-10,15,-20
CCCc1cc(=O)[nH]c(SCC(=O)N2c3ccccc3NC(=O)C2(C)C)n1,-1,7,-2,5,3,9,-4,4,-13
COc1ccc(C2C(C(N)=O)=C(C)Nc3ncnn32)cc1 (stereo unspecified),4,7,5,1,10,6,1,-15,5
